Rab7 wt modul: alters GTP binding to wildtype dog Rab7. GST-Rab7 beads, fluorescent GTP binding, flow cytometry; actives lie on both sides; untreated = 100%, excess cold GTP = 0%. GTP binding activity (percent of control), % at 10 µM. 0.055% of 190,000 active. AID 758;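 active = fluorescent GTP binding to Rab7 beads changed by at least 20 points from the 100% baseline, either direction, mostly lower; inconclusive = compound itself probably fluorescent, or too few beads counted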;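 also: median green fluorescence of bound Bodipy-FL-GTP per Rab7 bead population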
Cdc42 wt GTP: modulators (inhibitors or activators) of GTP binding to human Cdc42 wildtype. GST-Cdc42 beads, Bodipy-GTP binding, flow cytometry; actives lie on both sides. P60953. 0.2% of 190,000 active. percent activity (GTP binding), % at 10 µM. AID 761;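 active = percent activity GTP binding at least 20 points away from the 100% baseline, either down as inhibitor or up as activator; inconclusive = compound flagged as likely green fluorescent from well-wide comparison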;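 also: median bead fluorescence of bound Bodipy-FL-GTP at 100 nM; 0% = excess unlabeled GTP control and 100% = no compound control; below 100% means less GTP binding so inhibitor and above means activator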
Target sequence (P60953 whole entry, looked up): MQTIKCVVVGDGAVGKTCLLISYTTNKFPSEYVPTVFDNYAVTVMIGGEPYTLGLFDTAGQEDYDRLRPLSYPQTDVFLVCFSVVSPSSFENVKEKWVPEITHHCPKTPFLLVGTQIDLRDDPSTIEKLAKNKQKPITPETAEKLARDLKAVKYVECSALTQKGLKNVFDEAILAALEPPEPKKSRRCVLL
HRas wt GTP bind: human HRas wildtype GTP binding, change in either direction. P01112. GST-Ras wt beads, Bodipy-FL-GTP binding, flow cytometry; actives lie on both sides. GTP binding activity, % at 10 µM. 0.14% of 190,000 active;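 active = GTP binding activity at least 20% away from the 100% baseline, either lowered as inhibitor or raised as activator; inconclusive = flagged as likely green fluorescent, judged across all proteins in the well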;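 also: 0% = unlabeled GTP competition control and 100% = no-compound control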
Target sequence (P01112 whole entry, looked up): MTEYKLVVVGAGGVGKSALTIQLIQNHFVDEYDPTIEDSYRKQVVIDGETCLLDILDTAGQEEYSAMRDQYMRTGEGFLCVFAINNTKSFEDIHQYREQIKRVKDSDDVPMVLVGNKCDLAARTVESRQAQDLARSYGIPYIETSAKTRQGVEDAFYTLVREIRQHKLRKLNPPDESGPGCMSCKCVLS
Bcl-2 Bim block: human Bim-Bcl-2 interaction inhibition; Bead-based flow cytometry, Bim peptide-Bcl-2 binding; 0.06% of 190,000 active; inhibition, % at 10 µM; in the data active = inhibition above about 40%; inconclusive = no clear call, values can overlap the other calls;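 also: 0% = no compound wells with probe peptide and 100% = reference peptide inhibitor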
Target sequence (P10415 whole entry, looked up): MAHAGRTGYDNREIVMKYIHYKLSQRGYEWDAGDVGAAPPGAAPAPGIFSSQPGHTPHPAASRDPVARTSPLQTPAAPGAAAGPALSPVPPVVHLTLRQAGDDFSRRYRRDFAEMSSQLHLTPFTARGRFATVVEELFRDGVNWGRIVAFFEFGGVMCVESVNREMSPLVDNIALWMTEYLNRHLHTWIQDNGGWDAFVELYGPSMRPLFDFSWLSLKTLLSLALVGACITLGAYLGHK
Bcl-XL Bim block: disrupts Bim peptide binding to human Bcl-XL. bead flow cytometry, fluorescence. inhibition, % at 10 µM. AID 1007. 0.04% of 190,000 active
Target sequence (Q07817 whole entry, looked up): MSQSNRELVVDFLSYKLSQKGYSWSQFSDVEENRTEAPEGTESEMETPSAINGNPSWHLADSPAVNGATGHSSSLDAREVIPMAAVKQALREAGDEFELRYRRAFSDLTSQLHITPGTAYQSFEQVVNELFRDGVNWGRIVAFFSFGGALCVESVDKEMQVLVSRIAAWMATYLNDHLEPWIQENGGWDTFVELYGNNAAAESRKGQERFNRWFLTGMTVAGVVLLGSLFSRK
Rac1 mut GTP: alters GTP binding to activated mutant human Rac1; P63000; GST-Rac1 activated beads, fluorescent GTP binding, flow cytometry; actives lie on both sides; 100% means binding = to untreated wells; percent activity (GTP binding), % at 10 µM; 0.11% of 190,000 active; AID 764;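 active = GTP binding at least 20 percentage points away from the 100% baseline, in either direction, so actives lie on both sides; inconclusive = Compound likely fluorescent itself, or too few beads counted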
Bfl-1 Bim block: human Bim-Bfl-1 interaction inhibition; 0.12% of 190,000 active; AID 1008; Bead-based flow cytometry, Bim-Bfl-1 binding inhibition; inhibition, % at 10 µM; Q16548;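 also: 0% = wells without compound plus tracer and 100% = blocker peptide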
Rab2A wt mod: changes GTP binding to wildtype dog Rab2A, up or down; P61105; GST-Rab2 wt beads, Bodipy-GTP binding, flow cytometry; GTP binding activity, % at 10 µM; 0.19% of 190,000 active; AID 760;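 active = GTP binding activity at least 20 points away from 100%, either lowered or raised; inconclusive = signal likely due to the compound's own green fluorescence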;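 also: 0% = beads with excess unlabeled GTP and 100% = no-compound control corrected for plate trend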
Bcl-W Bim block: inhibitors of Bim-Bcl-W interaction, human; Q92843; bead-based flow cytometry, Bim peptide-Bcl-W binding; inhibition, % at 10 µM; 0.02% of 190,000 active;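 also: 0% = bound tracer without compound and 100% = peptide blocker; higher means less fluorescent Bim peptide bound to Bcl-W beads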
Rac1 wt GTP bind: human Rac1 wildtype GTP binding, inhibitors and activators | P63000 | GST-Rac1 beads, fluorescent GTP binding, flow cytometry; actives lie on both sides; 0 = cold GTP competed, 100 = untreated | GTP binding activity (% of control), % at 10 µM | 0.27% of 190,000 active | AID 757;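 active = GTP binding activity at least 20 points away from the 100% control level, either lower or higher; inconclusive = compound flagged as likely green fluorescent, judged across all proteins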
Bim-Bcl-B: disrupts Bim peptide binding to human Bcl-B; AID 951; Q9HD36; inhibition, % at 10 µM; 0.073% of 190,000 active; bead-based flow cytometry;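 also: 0% = tracer peptide without compound and 100% = reference inhibitor peptide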
* marks the source's active call; other numbers are inactive results; ? = inconclusive. Rule as the data show it, unless noted: active = inhibition above about 40%.

smiles,Rab7 wt modul,Cdc42 wt GTP,HRas wt GTP bind,Bcl-2 Bim block,Bcl-XL Bim block,Rac1 mut GTP,Bfl-1 Bim block,Rab2A wt mod,Bcl-W Bim block,Rac1 wt GTP bind,Bim-Bcl-B
O=C(O)c1ccc(COc2ccc3ccccc3c2/C=C2/NC(=O)N(c3ccccc3)C2=O)cc1,100,100,100,0,-1,97,-1,100,1,100,0
Cc1cc(C(=O)Cn2nc(C(=O)O)c3ccccc3c2=O)c(C)n1-c1ccc(F)cc1,94,89,95,1,1,87,5,87,2,88,-2
O=C(Oc1ccccc1-c1csnn1)c1cccs1,94,98,98,-4,-1,97,-6,100,0,103,-3
COC(=O)C(NC(=O)c1ccco1)(Nc1nc(C2CC2)cs1)C(F)(F)F (stereo not given),99,101,100,-6,-4,101,-1,100,-3,104,-6
O=C(COc1ccccc1)NC(NC(=S)Nc1ccccc1C(=O)O)C(Cl)(Cl)Cl (stereo not given),99,95,94,1,0,94,1,91,2,98,-1
O=C(CCCOc1ccccc1)N1CCCc2ccccc21,97,100,100,-3,0,98,-1,99,15,103,-2
CN1CC2(C(=O)c3ccccc3)CN(C)CC(C(=O)c3ccccc3)(C1)C2,101,104,104,-5,-3,101,-2,106,-5,104,-2
CCCn1c(CCC(=O)O)ccc1-c1cccs1,100,101,103,-9,-2,100,-9,101,3,104,-4
O=C(Nc1ccc2sccc2c1)c1cccc(N2C(=O)CCC2=O)c1,95,100,97,2,-2,96,-5,97,0,94,-3
O=C(Nc1ccc2c(c1)Cc1ccccc1-2)c1ccc(Br)o1,103,99,102,-2,-6,99,-3,103,-4,101,-4
O=C(CNS(=O)(=O)c1cccc2nsnc12)NC1CCCCC1,97,99,99,-1,7,100,-2,100,-6,100,-4
CCCCOc1ccc(-c2nnn(CC(=O)NCCc3c[nH]c4ccccc34)n2)cc1,92,96,94,-5,-2,94,-11,94,1,94,-7
Cc1cccc(-n2nnc(C(=O)NCc3ccccc3)c2N)c1,101,102,99,-3,-4,97,-11,98,0,103,-12
O=C(CC1C(=O)NCCN1Cc1ccc(F)c(F)c1)NCCn1cccn1 (stereo not given),105,97,101,1,0,98,-2,99,0,102,0
O=C(c1ccco1)N1CCN(C(=O)c2cccc3c2C(=O)N(Cc2cccnc2)C3)CC1,95,99,100,-4,0,97,-1,99,0,100,-2
Cc1cc2c(c(=O)n1CCN(C)C)C(c1ccc(Br)cc1)C(C#N)=C(N)O2 (stereo not given),91,95,93,-7,-2,95,-10,93,1,96,-5
O=C(NCc1ccc(Cl)cc1)c1ncn[nH]1,107,93,97,0,-1,95,-4,96,0,99,-4
COC(=O)Nc1ccc(S(=O)(=O)N2CCCC(C(=O)N3CC(C)OC(C)C3)C2)cc1 (stereo not given),98,97,98,-3,-1,96,-2,97,-3,98,-2
Nc1cc(C(=O)O)ccc1N1CCCCCC1,97,102,100,-14,-11,97,-17,100,-3,101,-7
COc1ccc(NC(=O)c2ccc3c(c2)NC(=O)CS3)cc1S(=O)(=O)Nc1ccc(Br)cc1,98,90,92,-1,-4,91,23,91,4,89,-36

(listing goes on)
smiles,Rab7 wt modul,Cdc42 wt GTP,HRas wt GTP bind,Bcl-2 Bim block,Bcl-XL Bim block,Rac1 mut GTP,Bfl-1 Bim block,Rab2A wt mod,Bcl-W Bim block,Rac1 wt GTP bind,Bim-Bcl-B
COc1ccc(NC(=S)N(CCN2CCOCC2)C2CCN(C(C)=O)CC2)cc1Cl,94,100,97,-3,-1,96,-2,96,0,101,-6
COc1ccccc1OCC(=O)NCCSCc1ccccc1Cl,99,101,100,8,17,97,9,97,9,98,6
OCCn1c(-c2ccc3c(c2)OCO3)csc1=Nc1ccccc1,101,99,102,-8,-1,98,-1,100,-2,99,-9
Brc1ccc2nc(CSc3ncn[nH]3)cn2c1,98,104,102,-7,-4,100,-12,100,-1,104,-4
COc1ccc(C2=Nn3c(nnc3C3CCCCC3)SC2)cc1OC,98,97,99,-4,1,98,-4,99,1,101,-7
O=C(c1n[nH]c(=O)c2ccccc12)N1CCN(c2ccc(F)cc2)CC1,96,98,99,-6,-5,97,-9,99,2,102,-4
CCOC(=O)C1CCN(C(=O)COC(=O)CCOc2ccc(C)cc2)CC1,93,93,95,-3,7,93,-1,95,-4,93,-3
N=c1ncn(CC(O)CO)c2nc(N3CCOCC3)[nH]c12 (stereo not given),100,103,101,-3,1,98,0,102,-3,105,0
O=C(CSc1nnc(-c2ccccc2)n1-c1ccccc1)NCc1ccco1,101,103,103,0,-1,100,-9,100,4,104,-5
Cc1c(NC(=O)/C(C#N)=C/c2ccc(-c3cccc(Cl)c3)o2)c(=O)n(-c2ccccc2)n1C,?,?,?,2,-2,?,-1,?,0,?,-1
O=C(NCc1ccccc1)c1ccc(C(=O)N(C2CCCCC2)C2CCCCC2)cc1,98,99,100,-10,1,98,-7,99,4,106,-7
CC(C)COC(=O)N1CCCC1C(=O)Nc1nccs1 (stereo not given),101,107,107,0,-2,100,2,104,0,103,-4
CSc1cccc(NC(=S)N(CCC(C)C)C2CCN(C(C)=O)CC2)c1,102,105,103,-2,-4,98,-2,102,-2,104,-6
S=c1[nH]nc(-c2cc(-c3ccsc3)n[nH]2)n1-c1cccc2ccccc12,93,89,90,-3,-1,87,-1,89,-2,89,-9
Cc1ccc(NC(=S)Nc2ccc(Br)cc2)cc1,97,101,102,-6,-3,98,-5,100,-4,99,-4
CC1=CC(C)(C)N2C(=O)C3(C(C#N)=C(N)OC4=C3C(=O)CC(C)(C)C4)c3cc(C)cc1c32 (stereo not given),101,103,103,-7,-3,99,-13,101,-2,105,-7
CC1(c2cccc3ccccc23)NC(=O)N(CC(=O)NC2CCS(=O)(=O)C2)C1=O (stereo not given),100,99,99,-5,-7,98,-8,98,-4,105,-9
O=C(c1cccc(S(=O)(=O)N2CCc3ccccc32)c1)N1CCN(c2ccccn2)CC1,104,98,99,-5,-1,95,-4,98,-1,100,-2
O=C(Cn1ccc([N+](=O)[O-])n1)Nc1ccccn1,108,96,97,-5,-1,97,-4,99,-2,98,-2
FC(F)(F)C(F)(F)C(F)(F)c1nnc2ccc(N3CCOCC3)nn12,101,101,102,-1,0,97,-5,98,8,104,-4

Other compounds follow:
smiles,Rab7 wt modul,Cdc42 wt GTP,HRas wt GTP bind,Bcl-2 Bim block,Bcl-XL Bim block,Rac1 mut GTP,Bfl-1 Bim block,Rab2A wt mod,Bcl-W Bim block,Rac1 wt GTP bind,Bim-Bcl-B
COc1ccc(C(=O)NNC2=Nc3cccc4cccc2c34)cc1,98,96,96,-4,-1,97,-6,101,-4,98,-5
COC(=O)CNC(c1ccccc1)c1cc(Br)ccc1NC(=O)OCc1ccccc1 (stereo not given),94,102,101,-6,-3,99,-1,101,-1,102,0
Cc1sc(NC(=O)C2CC=CCC2C(=O)O)c(C(=O)OC(C)C)c1C (stereo not given),91,93,94,1,-2,91,-11,90,2,91,0
O=C(CN1C(=O)C(=O)c2ccccc21)OCN1C(=O)c2ccccc2C1=O,100,101,98,-5,-4,97,-4,101,0,107,-6
CN(Cc1ccccc1)C(=O)CCn1c(=O)oc2ccccc21,102,102,102,-4,-10,99,-11,103,-8,106,-11
Cc1noc(C)c1S(=O)(=O)N1CCCC(C(=O)N2CCC(C)CC2)C1 (stereo not given),96,100,100,-5,-10,98,-11,102,-1,106,-9
CSc1ccccc1C(=O)Nc1ccccc1C,104,97,94,-3,-2,91,-4,98,0,97,-7
O=C(O)CCC(=O)Nc1ccc(Br)c(Cl)c1,102,103,103,-8,-11,103,-10,105,0,106,-6
O=C(NCc1cccs1)C1CCCN1C(=O)Nc1cccc(Cl)c1 (stereo not given),103,94,96,0,0,94,4,99,-3,96,1
Cc1cc(N2CCCC2=O)cc(C)c1S(N)(=O)=O,?,?,?,-5,8,?,-11,?,-1,?,-5
CC(=O)OC(C(=O)NC1CCCCC1)c1ccc(Cl)cc1 (stereo not given),102,100,101,-4,-1,99,0,102,-1,102,-2
Cc1ccc(C(=O)Oc2ccc(N3C(=O)CCC3=O)c(C)c2)cc1,103,95,96,-1,3,96,4,100,-1,96,1
O=C(Cc1ccc(Cl)cc1)NC(=S)Nc1ccccc1N1CCOCC1,101,99,101,-9,-16,101,-16,100,-8,106,-20
O=C(Nc1ccccc1)C1C2/C=C\CCCCC21 (stereo not given),103,96,97,-5,-3,96,-6,99,1,98,-1
COc1ccccc1N1CCN(C(=O)Cn2c(=O)[nH]c3ccsc3c2=O)CC1,101,111,106,0,0,107,0,103,2,115,2
COc1ccc(C(=O)n2cnc(N)n2)cc1,96,97,97,-9,-21,94,-13,97,-1,95,-10

Bioassay records: PubChem, NMMLSC

Outcome played no part in choosing rows; any-hit rate near 0.62%.
